Screening data (PubChem)
TSG101-PTAP inh – blocks PTAP/TSG101 interaction to inhibit HIV-1 budding | 340,000 tested, under 10 active | Fluorescence polarization, FITC-PTAP peptide / Tsg101 binding | Q99816 | Potency, µM (doses to about 115 µM), inactives show at the highest dose activity change, negative = inhibition, most hits filed as inhibitors; active = well fitted inhibition curve with a large enough effect in the main read-out, with a control signal flat, not every such curve was filed as active; inconclusive = small, poorly fitted or top-dose-only effect, or effect the other way, or a change in a side signal; inactive = no such curve, though single readings can be large or run the other way; note: potency is the fitted concentration of half-maximal effect; % of control where 0% means no effect
Target sequence (Q99816 whole entry, looked up): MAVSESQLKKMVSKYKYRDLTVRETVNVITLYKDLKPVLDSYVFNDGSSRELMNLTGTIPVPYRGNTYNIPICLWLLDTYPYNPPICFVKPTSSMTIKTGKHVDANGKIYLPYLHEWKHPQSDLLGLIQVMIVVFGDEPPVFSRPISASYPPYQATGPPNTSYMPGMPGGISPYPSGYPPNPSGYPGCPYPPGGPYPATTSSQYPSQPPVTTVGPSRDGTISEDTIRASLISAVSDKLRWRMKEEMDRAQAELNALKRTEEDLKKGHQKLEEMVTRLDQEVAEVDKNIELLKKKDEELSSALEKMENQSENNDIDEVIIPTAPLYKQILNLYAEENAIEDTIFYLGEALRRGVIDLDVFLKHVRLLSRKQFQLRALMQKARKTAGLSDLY
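FP read-out: FITC-PTAP peptide, 50 nM final, binding Tsg101 binding domain, 10 uM final; 20 min, r.t.; 10 mM HEPES pH 7.5, 0.15 M NaCl, 0.01% Tween 20, 3 mM EDTA, 0.1 mM TCEP.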
Integrin act MD – activators of alpha7 integrin expression for muscular dystrophy. alpha7betagal myoblasts, beta-gal FDG fluorescence, 48 h. Potency, µM (highest dose often 38.3 µM), for inactives: top-dose activation, most hits filed as activators. 350,000 tested, 0.064% active. AID 624291;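 note: potency is the fitted concentration of half-maximal effect; 100% = response of the positive control SU9516; nearly all actives have a fitted effect of over 60% in size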
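alpha7betagal+/- myoblasts (passage 13, 250/well) treated 48 h at 37C with compounds at 1:260 dilution of DMSO stock. Lysed, then beta-galactosidase activity read as FDG fluorescence (ex 480/em 540) after 30 min, with pre-read for autofluorescence.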
Giardia killer – kills Giardia lamblia. 340,000 tested, 0.15% active. Giardia lamblia trophozoite viability. activity change, % at 7.66 µM, hits read low; in the data active = activity change below about -80%; inconclusive = between about -30% and that limit;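 note: parasites exposed to compound for two days anaerobically before the ATP read; % is set by controls: 0 for no effect and ±100 for the full control effect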
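Luminescence from cellular ATP indicates surviving trophozoites (100 cells/well) following 48 hrs anaerobic compound treatment at 37 deg C; signal develops 15-30 min at room temperature.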
ASM inhibitor – inhibitors of human secretory acid sphingomyelinase; 340,000 tested, 0.006% active; P17405; placental ASM, HMU-PC fluorogenic substrate, 60 min; Potency, µM (highest dose often 57.5 µM), for inactives: at the highest dose activity change, negative = inhibition, most hits filed as inhibitors; AID 504937; note: potency is the fitted concentration of half-maximal effect
Target sequence (P17405 47-631 limits assumed): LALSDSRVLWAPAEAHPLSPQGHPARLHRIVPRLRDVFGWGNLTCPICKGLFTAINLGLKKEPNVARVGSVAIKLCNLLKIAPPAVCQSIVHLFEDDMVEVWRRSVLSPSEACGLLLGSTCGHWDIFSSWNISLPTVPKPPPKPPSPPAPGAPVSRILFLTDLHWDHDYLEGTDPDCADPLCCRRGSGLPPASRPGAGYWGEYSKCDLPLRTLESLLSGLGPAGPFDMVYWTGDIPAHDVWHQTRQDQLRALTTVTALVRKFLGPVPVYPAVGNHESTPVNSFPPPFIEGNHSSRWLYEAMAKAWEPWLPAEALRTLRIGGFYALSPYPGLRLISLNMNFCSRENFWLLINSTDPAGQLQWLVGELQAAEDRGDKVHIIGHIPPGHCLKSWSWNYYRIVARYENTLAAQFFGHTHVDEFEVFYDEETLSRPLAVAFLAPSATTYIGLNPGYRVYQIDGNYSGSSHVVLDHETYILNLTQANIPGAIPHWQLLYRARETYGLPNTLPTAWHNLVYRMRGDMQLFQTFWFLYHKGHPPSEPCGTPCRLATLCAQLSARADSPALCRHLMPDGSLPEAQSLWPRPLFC
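Human placenta-derived ASM preincubated with compound 10 min at room temperature, then reacted with 9 uM (final) fluorogenic HMU-PC substrate for 60 min at 37 C. Stop solution raises pH to 10; fluorescence read at Ex 386/Em 447 nm.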
* hit, by the source's call; ? = inconclusive; / = no result given; [ ] = dose if it differs, or a comment. Unless noted, calls come from the whole dose curve; as a rule, active = well fitted curve in the direction sought with a large enough effect; inconclusive = small, poorly fitted or top-dose-only effect, or another doubt; inactive = no such curve, though single readings can be large; an effect the other way counts as inactive or inconclusive. These rows are one share of the data, so the mix of outcomes need not match the whole.

cpd	SMILES	TSG101-PTAP inh	Integrin act MD
1	O=C(Nc1ccccc1)C1=C[C@@H](c2ccc3c(c2)OCO3)C[C@@H](OCCCCO)O1	/	0%
2	CC1(C)CC(=O)C(c2ccccc2)(c2ccccc2)C(=O)C1	-4%	-13%
3	Cc1ccc(N=C2N=C(N)c3ccccc32)cc1C	-8%	11%
4	c1ccc2c(c1)CSc1ccccc1N2	-1%	0%
5	COc1ccc2c(c1)CCC1C2CCC2(C)C(O)C(=O)CC12 (centres undefined)	0%	-5%
6	COc1ccc(O)c(C(=O)CC(=O)c2ccncc2)c1	-10%	?
7	CC(=O)c1cccc(OCC(=O)N(CCC2=CCCCC2)c2c(N)n(Cc3ccccc3)c(=O)[nH]c2=O)c1	0%	-7%
8	Cc1ccc2ccccc2c1CSc1nc(N)nc2c1ncn2CC(C)C	-3%	-32%
9	CC[C@H]1C=C[C@@H](C(C(=O)OC)C(=O)OC)CN1C(C)=O	-4%	-9%
10	COc1ccc(CCNC/C=C/c2ccccc2)cc1	1%	-42%

cpd	Giardia killer	ASM inhibitor
1	-11	-7%
2	2	3%
3	-4	-12%
4	0	-1%
5	-10	-10%
6	-20	4%
7	-4	34%[activator]
8	0	-10%
9	23	1%
10	-1	3%

(continued)
cpd	SMILES	TSG101-PTAP inh	Integrin act MD
11	CC(C)(C)OC(=O)N1CCCC(C(=O)Nc2ccc(C(=O)NCCc3ccccc3)cc2)C1 (centres undefined)	-4%	2%
12	COC(=O)[C@H](Cc1ccccc1)NS(=O)(=O)c1ccc(F)cc1Br	-8%	16%
13	Nc1ccc2c(c1)C(=O)c1ccc(Br)cc1-2	1%	9%
14	COC(=O)[C@@H](Cc1ccccc1)NS(=O)(=O)N[C@H](Cc1ccccc1)C(=O)OC	-1%	-21%
15	COC(=O)C1=C(C)N(CCCC(=O)O)C(=O)NC1c1ccccc1OS(=O)(=O)c1ccccc1[N+](=O)[O-] (centres undefined)	-4%	18%
16	O=C1Nc2ccc(C(=O)O)c(O)c2C1=O	-4%	-24%
17	CCC1(C2=CCCCC2)C(=O)NC(=S)N=C1N (centres undefined)	-1%	-7%
18	CCN(c1ccccc1)S(=O)(=O)c1cc(C(=O)OCC(=O)c2c(N)n(C)c(=O)n(C)c2=O)ccc1C	1%	10%
19	COc1ccc(-c2cc(C(=O)N(C)Cc3ccc(F)cc3)c3ccccc3n2)cc1OC	-3%	-16%
20	OCCOCCn1c(CCNc2nc(-c3ccc(F)cc3)cs2)nc2cc(C(F)(F)F)ccc21	0%	-15%

cpd	Giardia killer	ASM inhibitor
11	-2	0%
12	-23	3%
13	0	-11%
14	16	2%
15	-5	-3%
16	1	-7%
17	4	-1%
18	4	-20%
19	-10	48%[activator]
20	8	-15%

Next section.
cpd	SMILES	TSG101-PTAP inh	Integrin act MD
21	O=C(CN1CCOc2ccccc21)NC1CC1	-2%	16%
22	CCOc1ccc(NC(=O)c2ccccc2-c2ccccc2C(=O)O)cc1	0%	-6%
23	O=CN(CCNc1ccccc1)c1ccccc1	-2%	32%
24	CCOC(=O)/C=C/c1ccccc1S(=O)(=O)NC(C)(C)C	-2%	-10%
25	N#Cc1ccc(NC2c3ccccc3CC2O)cc1 (centres undefined)	-4%	29%
26	CC(C)(C)Cc1nnc(NS(C)(=O)=O)s1	-5%	-1%
27	CC(=O)Nc1cc2c3ccccc3ccc2c2ccccc12	-3%	19%
28	C[C@@H]1ON(C)[C@H]2C[C@H]3c4cc(-c5cccc(F)c5)ccc4CCN3C(=O)[C@@H]12	-4%	-19%
29	COc1ccc(CN2CCN(C(=O)c3ccco3)CC2)c(OC)c1OC	-1%	-1%
30	O=C(NCCN1CCOCC1)c1cccc(S(=O)(=O)N2CCCCC2)c1	-2%	13%

cpd	Giardia killer	ASM inhibitor
21	-26	19%
22	8	9%
23	25	2%
24	-3	-3%
25	12	1%
26	9	1%
27	4	13%
28	3	2%
29	-18	-2%
30	-9	3%

The results go on:
cpd	SMILES	TSG101-PTAP inh	Integrin act MD
31	c1ccc(Sc2ccccc2CN2CCCC2)cc1	0%	9%
32	O=C(O)c1ccccc1C(=O)c1cccc2c(Br)cccc12	-7%	-21%
33	Cc1ccc(CCN2CC(C(=O)NCc3cccnc3)CC2=O)cc1 (centres undefined)	-3%	6%
34	O=S(=O)(c1cccc2ccccc12)N1CCC2CC1c1cc(-c3ccc(F)cc3)ccc12 (centres undefined)	-7%	18%
35	CS(=O)(=O)N(CC(=O)N1CCc2ccccc2C1)c1ccccc1F	0%	6%
36	COc1ccccc1N1CC(C(=O)Nc2nnc(SCC(=O)N3CCCC3)s2)CC1=O (centres undefined)	0%	11%
37	CN(C)CCCN(C(=O)c1nc2ccccc2s1)c1nc2ccc(F)cc2s1	0%	-33%
38	Cc1cccc(C)c1NC(=O)c1cccc(C(=O)Nc2c(C)cccc2C)n1	-2%	-25%
39	COc1cnn(-c2cccc(C(F)(F)F)c2)c(=O)c1Cl	-4%	-8%
40	C#Cc1ccc([C@H]2C=C(C(=O)O)O[C@@H](OCCCCO)C2)cc1	-8%	12%

cpd	Giardia killer	ASM inhibitor
31	14	3%
32	-4	-1%
33	-1	2%
34	11	-11%
35	3	0%
36	-2	-2%
37	29	-2%
38	10	-1%
39	-9	2%
40	18	-7%

Other structures.
cpd	SMILES	TSG101-PTAP inh	Integrin act MD
41	O=C(C(=Cc1ccc(F)cc1)c1ccccc1)c1ccc(O)cc1	-6%	11%
42	O=C1c2ccccc2C(=O)N1CCc1ccccc1	2%	0%
43	OCCCNc1nc(-c2ccccc2)c2cc(Cl)ccc2n1	-4%	-2%
44	COc1cc([N+](=O)[O-])c2nc(C=NNC(N)=S)ccc2c1	-5%	-23%
45	CN(c1ccc(OCC(=O)OCC(=O)Nc2ccc([N+](=O)[O-])cc2)cc1)S(=O)(=O)c1cccs1	-10%	-17%
46	Cc1ccccc1C1=C/C(=C(\SS/C(C(=O)c2ccc(OCC(=O)O)c(Cl)c2Cl)=C2\C=C(c3ccccc3C)SS2)C(=O)c2ccc(OCC(=O)O)c(Cl)c2Cl)SS1	-6%	36%
47	CC(C#N)(CCc1ccccn1)CCc1ccccn1	-1%	8%
48	Nc1cc2c(cc1Cl)-c1ccc(Cl)cc1C2=O	-2%	-3%
49	ON(CCc1ccccn1)CCc1ccccn1	?	-3%
50	Cc1cccn(Cc2c(Cl)cccc2Cl)c1=O	-2%	12%

cpd	Giardia killer	ASM inhibitor
41	-8	-22%
42	-9	0%
43	1	/
44	-27	0%
45	-10	-2%
46	16	-27%
47	-8	1%
48	-12	-2%
49	-8	66%[activator]
50	-21	4%

New compounds follow
cpd	SMILES	TSG101-PTAP inh	Integrin act MD
51	O=C(O)c1ccc(-n2ncc3c2/C(=C\c2cccc([N+](=O)[O-])c2)CC3)cc1	1%	26%
52	c1csc(CNc2ncnc3sccc23)c1	0%	-40%
53	C=CCN(CC=C)Cc1c(O)ccc2c1oc(=O)c1ccccc12	-13%	-23%
54	COc1ccc(S(=O)(=O)N2CCN(Cc3cccc(F)c3)CC2)cc1	-2%	11%
55	CN(CC(=O)Nc1ccccc1Br)C(=O)c1ccccc1Sc1ccccc1C#N	-3%	-15%
56	Cc1cc(C)c(NC(=O)CSc2nc3ccc(NC(=O)CSc4nnnn4Cc4ccccc4)cc3s2)c(C)c1	-3%	-11%
57	CCNC(=O)c1c(NC(=O)c2cc(-c3cc(C)cc(C)c3O)n[nH]2)sc2c1CCCC2	1%	3%
58	COc1ccc(NC(=O)CCNS(=O)(=O)c2ccccc2F)cc1S(=O)(=O)N1CCOCC1	-4%	-21%
59	O=[N+]([O-])c1c(NCc2ccco2)ncnc1NCc1ccco1	-3%	16%
60	CN(C)S(=O)(=O)c1cccc(C(=O)Nc2cc(S(=O)(=O)N3CCOCC3)ccc2N2CCCC2)c1	-7%	-8%

cpd	Giardia killer	ASM inhibitor
51	-10	-5%
52	-1	4%
53	6	-9%
54	-16	4%
55	10	-1%
56	0	-2%
57	-26	64%[activator]
58	8	2%
59	1	-4%
60	9	-3%

New compounds follow:
cpd	SMILES	TSG101-PTAP inh	Integrin act MD
61	COCCN(C(=O)c1cc(-c2ccccc2Cl)nc2ccccc12)c1c(N)n(CC(C)C)c(=O)[nH]c1=O	-6%	16%
62	CON(C)c1nc(C2CCCCC2)c2cc(C)ccc2n1	-2%	-21%
63	O=C(CCCOc1ccc(Cl)cc1Cl)Nc1cc(S(=O)(=O)N2CCOCC2)ccc1N1CCOCC1	0%	-15%
64	CCCCn1c(N)c(N(CCC(C)C)C(=O)COC(=O)Cc2ccc(Cl)cc2)c(=O)[nH]c1=O	0%	-15%
65	CCOC(=O)c1sc(NC(=O)C(CC)Sc2nc3ccccc3[nH]2)nc1C (centres undefined)	-2%	-32%
66	CCCC(=O)Nc1cc(OC)c(NC(=S)Nc2ccc(CC)cc2)cc1OC	-7%	-3%
67	CN1C[C@@H]2[C@@H]3C(=O)N(Cc4ccccc4)C(=O)[C@@H]3[C@](Cc3ccccc3)(C1=O)N2C(=O)c1ccc(Cl)c(Cl)c1	-4%	-13%
68	O=C(CC(=O)OCc1ccccc1)OCc1ccccc1	-5%	-6%
69	O=C(C(=O)N(Cc1ccccc1)Cc1ccccc1)c1c(-c2ccccc2)[nH]c2ccccc12	-1%	-38%
70	Cc1noc(C)c1COc1ccccc1C(=O)N1CCN(S(=O)(=O)c2ccc(F)c(F)c2)CC1	-3%	1%

cpd	Giardia killer	ASM inhibitor
61	7	-2%
62	8	113%[activator]
63	7	-15%
64	6	0%
65	-3	-18%
66	4	-2%
67	7	-5%
68	?	5%
69	?	-18%
70	-4	6%

(next part)
cpd	SMILES	TSG101-PTAP inh	Integrin act MD
71	CN(C)CCNc1ccc(CO)c2oc3ccc(O)cc3c(=O)c12	-10%	-52%[inhibitor]
72	Cc1ccc(NC(=O)COC(=O)CNC(=O)c2cccs2)cc1S(=O)(=O)N1CCOCC1	-3%	?
73	CCOC(=O)C1(C(=O)OCC)NC(=O)CC1C(C)C (centres undefined)	0%	-18%
74	Cc1ccc(S(=O)(=O)N2CCC[C@H]2C(=O)NC2=NCCS2)cc1	0%	15%
75	O=C(N/N=C/c1ccccc1)c1ccc(N2CCCC2=O)cc1	0%	-35%
76	COC(=O)c1cc(C)ccc1/C=C1/Cc2c(C)cc(C)cc2C1=O	0%	-3%
77	CC(C(=O)c1ccccc1)C(O)c1ccccn1 (centres undefined)	0%	-18%
78	CCCc1nc2c(s1)CCc1onc(-c3ccc(OC)cc3)c1-2	-1%	6%
79	C(C#CCN1CCOCC1)#CCN1CCOCC1	-1%	-4%

cpd	Giardia killer	ASM inhibitor
71	-14	-1%
72	-10	6%
73	7	0%
74	4	2%
75	-17	0%
76	-21	-9%
77	1	-2%
78	16	-8%
79	-2	9%
